Screening data as filed in PubChem BioAssay.
Pol kappa inh – qHTS for Inhibitors of Polymerase Kappa; Potency, µM (series often up to 107 µM), for the others: at the highest dose activity, negative = inhibition, hits mostly inhibitors; purified Pol kappa, fluorescent DNA synthesis assay, 10 min; AID 588579, 2011; DNA polymerase kappa (Homo sapiens), Q9UBT6; 400,000 compounds, 0.53% hits; note: % is set by controls: 0 for no effect and ±100 for the full control effect
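Inhibition of 10 nM Pol kappa is measured by a fluorescent read-out at 0 and 10 min following addition of 50 nM substrate (final), with a 15-min room-temperature compound preincubation.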
Pol iota inh – qHTS for Inhibitors of Polymerase Iota; Pol iota fluorescent replication assay, 10 min; Potency, µM (highest dose often 115 µM), inactives show top-dose activity, negative = inhibition, hits mostly inhibitors; 390,000 compounds, 1% hits; AID 588590, 2011
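Pol iota at 10 nM preincubated 15 min with compounds at room temperature; reaction started with fluorescent substrate, 50 nM final. Fluorescence read kinetically at 0 and 10 min; buffer-only wells as negative control.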
JMJD2A Tudor – qHTS Assay for Inhibitors of JMJD2A-Tudor Domain; AlphaScreen JMJD2A-Tudor / H3K4me3 peptide binding; Potency, µM (doses to about 114 µM), without a hit: at the top dose activity change, negative = inhibition, usual class: inhibitors; 390,000 compounds, 4.4% hits; AID 504339, 2011; note: % is set by controls: 0 for no effect and ±100 for the full control effect; nearly all actives have a fitted effect of over 50% in size
BAZ2B block – qHTS Assay for Inhibitors of BAZ2B. AlphaScreen BAZ2B-H3K14Ac peptide displacement. Potency, µM (top dose mostly 114 µM), for the others: at the top dose activity change, negative = inhibition, usual class: inhibitors. 360,000 compounds, 4.4% hits; note: % is set by controls: 0 for no effect and ±100 for the full control effect; nearly all actives have a fitted effect of over 60% in size
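AlphaScreen displacement of biotin-H3(5-23)K14Ac peptide (50 nM final) from BAZ2B (50 nM final) in PBS pH 7.4, 0.01% Tween-20; complex preformed 30 min RT, then compounds (top 110 uM) 30 min RT, beads 20 min dark.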
Pol beta inh – qHTS Assay for Inhibitors of DNA Polymerase Beta; P06746; Pol beta primer extension/strand displacement, fluorescence kinetic; Potency, µM (series often up to 114 µM), for inactives: top-dose activity change, negative = inhibition, actives largely listed as inhibitors; 340,000 compounds, 1.3% hits; AID 485314, 2010; note: % is set by controls: 0 for no effect and ±100 for the full control effect
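Human Pol beta at 10 nM; strand-displacement substrate 50 nM final. Compound exposure 15 min at room temperature before start, reaction 10 min at room temperature.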
POLH inh – qHTS for Inhibitors of Polymerase Eta | recombinant Pol eta, fluorescent DNA replication assay | 390,000 compounds, 1.2% hits | DNA polymerase eta (Homo sapiens), Q9Y253 | Potency, µM (top dose mostly 114 µM), inactives show at the top dose activity change, negative = inhibition, hits mostly inhibitors; note: % is set by controls: 0 for no effect and ±100 for the full control effect
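Pol eta at 10 nM preincubated with compounds 15 min at room temperature; reaction started with fluorescent substrate (50 nM final) and read kinetically at 0 and 10 min.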
G9a block – qHTS Assay for Inhibitors of Histone Lysine Methyltransferase G9a; G9a H3K9 monomethylation, AlphaScreen, 2 h; 350,000 compounds, 8.8% hits; Potency, µM (titrated, usually from 102 µM), without a hit: at the top dose activity, negative = inhibition, usual class: inhibitors; AID 504332, 2011; note: % is set by controls: 0 for no effect and ±100 for the full control effect; nearly all actives have a fitted effect of over 75% in size
Target sequence (Q96KQ7 913-1193 limits assumed): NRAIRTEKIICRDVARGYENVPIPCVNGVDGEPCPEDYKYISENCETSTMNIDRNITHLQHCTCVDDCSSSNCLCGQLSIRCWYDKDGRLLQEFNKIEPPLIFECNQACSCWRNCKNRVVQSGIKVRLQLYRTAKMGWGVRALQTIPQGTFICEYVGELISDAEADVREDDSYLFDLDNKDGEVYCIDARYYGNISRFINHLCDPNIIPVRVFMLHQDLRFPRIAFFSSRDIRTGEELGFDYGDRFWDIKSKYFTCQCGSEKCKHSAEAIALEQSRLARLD
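Signal arises when biotinylated H3K9 peptide, once monomethylated, bridges streptavidin donor and antibody-captured acceptor beads. Enzyme at 20 nM was preincubated 15 min with test compounds; peptide 500 nM and SAM 20 uM then reacted for 2 h.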
APE1 inh – qHTS Assay for Inhibitors of the Human Apurinic/apyrimidinic Endonuclease 1 (APE1) | Potency, µM (titrated, usually from 65.8 µM), inactives show at the top dose activity change, negative = inhibition, hits mostly inhibitors | 350,000 compounds, 0.35% hits | DNA repair nuclease/redox regulator APEX1 (Homo sapiens), P27695 | AID 2517, 2012 | recombinant APE1, TAMRA/BHQ-2 abasic DNA cleavage fluorescence;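 note: plate controls were vehicle for no effect and reference inhibitor for full effect; nearly all actives have a fitted effect of over 55% in size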
Target sequence (P27695 whole entry, looked up): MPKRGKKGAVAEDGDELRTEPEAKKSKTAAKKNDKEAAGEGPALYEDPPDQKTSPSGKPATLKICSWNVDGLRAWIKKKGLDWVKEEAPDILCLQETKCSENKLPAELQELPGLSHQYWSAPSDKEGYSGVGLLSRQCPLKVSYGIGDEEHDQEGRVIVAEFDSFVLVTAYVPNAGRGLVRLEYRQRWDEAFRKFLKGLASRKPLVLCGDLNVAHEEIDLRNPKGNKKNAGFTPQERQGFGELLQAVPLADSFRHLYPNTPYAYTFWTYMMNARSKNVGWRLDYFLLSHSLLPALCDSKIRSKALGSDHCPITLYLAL
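APE1 at 0.75 nM final was preincubated with compound 15 min at room temperature, then 50 nM double-stranded THF abasic-site substrate (5'-TAMRA/3'-BHQ-2) was added. Fluorescence (ex 525/em 598 nm) was read kinetically; third-minus-first read gave activity.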
BLM helicase inh – qHTS Assay for Inhibitors of Bloom's syndrome helicase (BLM); recombinant BLM DNA unwinding, fluorescence dequenching; Potency, µM (titrated, usually from 56.1 µM), without a hit: top-dose activity change, negative = inhibition, actives largely listed as inhibitors; 350,000 compounds, 0.2% hits; AID 2528, 2010;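 note: plate controls were vehicle for no effect and no enzyme for full effect; nearly all actives have a fitted effect of over 35% in size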
* hit, by the source's call; ? = inconclusive; / = not tested or not shown; & = joins results of further samples; [ ] = another dose, or the depositor's remark. Calls come from the whole dose curve; as a rule, active = well fitted curve in the direction sought with a large enough effect; inconclusive = small, poorly fitted or top-dose-only effect, or another doubt; inactive = no such curve, though single readings can be large; an effect the other way counts as inactive or inconclusive. Potency is the fitted concentration of half-maximal effect. Only part of the results is shown. The share of hits here may be higher or lower than overall.

SMILES	Pol kappa inh	Pol iota inh	JMJD2A Tudor	BAZ2B block	Pol beta inh	POLH inh	G9a block	APE1 inh	BLM helicase inh
Cc1cccc(-n2c3nc(=O)[nH]c(=O)c-3cc3ccc(Cl)cc32)c1C	-17%	-10%	-12%	/	22%	2%	-1%[59 µM]	/	2%
N#Cc1c(-c2cccc(F)c2)cc(-c2ccccc2)nc1Br	-1%	14%	35%[57.1 µM]	68%[activator][57.1 µM]	2%	-15%	42%[59 µM]	-5%	-4%
Cc1ccc(C)c(OCCNc2ccc([N+](=O)[O-])cn2)c1	-3%	4%	-21%	1%	-2%	?	16%[2.33 µM]	3%	-2%
CC1CCN(C(=O)CSc2nnc(Cn3c(=O)sc4ccccc43)n2C)CC1	-26%	22%	1%	3%	1%	-23%	1%[59 µM]	-5%	-12%
COc1ccc(CNC2CCCCC2C)c(OC)c1 (stereo not given)	-9%	-7%	2µM*	56µM*	5%	-7%	14µM*	-1%	2%
Cc1ccc(C)c(S(=O)(=O)Nc2cc3c4c(c2)CC(=O)N4CCC3)c1	-25%	11%	-16%	16%	/	-10%	?	1%	/
Cc1ccc(NC(=O)COC(=O)c2ccc[n+]([O-])c2)c(Br)c1	-11%	6%	-9%	/	/	2%	/	-7%	/
COC(=O)CCc1ccc(O)cc1	1%	8%	-16%	-4%	26%	2%	-1%[12.7 µM]	13%	0%
CCC(C)(C)NC(=O)C(c1ccc(C)cc1)N(Cc1cccnc1)C(=O)c1csnn1 (stereo not given)	-6%	-10%	-12%	0%	3%	3%	10%[59 µM]	16%	2%
CCCC[C@@H]1CNCCN1CCc1cccc2ccccc12	-12%	?	-34%	?	/	-5%	12%[2.33 µM]	0%	/
O=c1[nH]nc(-c2ccc(F)cc2)cc1Cc1cccs1	2%	-5%[58.9 µM]	-4%	-4%	11%	-24%	/	11%	-5%
Cc1nc2nc(C)c(CCC(=O)Nc3ccc4c(c3)OCO4)c(C)n2n1	-7%	-4%	-7%	2%	2%	-5%	11%[59 µM]	0%	-4%
COc1cccc(CNC(=O)CCn2ccc3cc(S(=O)(=O)N4CCCC4)ccc32)c1	10%&3%	15%&1%	-8%&-1%	-3%&-14%	3%&16%	-9%&-7%	8%	23%	2%&-1%
COc1ccccc1N(CC(=O)NC1CCCC1)C(=O)c1csnn1	-20%	11%	-8%	-11%	-27%	4%	-40%[59 µM]	-7%	1%
O=C(CN1CCN(S(=O)(=O)c2ccc(Br)cc2)CC1)N/N=C/c1cccnc1	4%	-2%	-7%	7%	8%	-17%	32%[activator][59 µM]	3%	3%
CN(C(=O)c1ccc2c(c1)OCO2)C1(C(=O)NC2CCCC2)CCCCC1	-3%	51%[activator]	-13%	5%	25%	-10%	18%[59 µM]	4%	-3%
CCc1ccc(/C=C/C(=O)c2ccc(S(=O)(=O)N(C)C)cc2)cc1	-1%	7%	-14%	-10%	-2%	-10%	?	2%	-6%
NC(=O)c1ccc(N=Cc2c(O)ccc3ccccc23)cc1	-7%	?	?	/	/	-23%	/	/	/
CCc1ccc(NC(=O)CSc2nc3ccccc3c(=O)n2CCCC(=O)N2CCCC2)cc1	-21%	6%	-32%	-18%	2%	-11%	-7%	-11%	-9%
CCOC(=O)c1ccc(NC(=O)CSC2=NC(=O)C(CC)C(=O)N2)cc1 (stereo not given)	-22%	6%	-31%	-5%	-3%	-4%	-6%[59 µM]	1%	1%
Cc1noc(C)c1CSc1nnc(-c2ccncc2)n1-c1ccc(Cl)c(Cl)c1	-2%	13%	-4%	5%	3%	0%	53%[59 µM]	10%	-6%
CN1CCOc2cc(S(=O)(=O)NCc3ccc(S(N)(=O)=O)cc3)ccc21	1%	36%[activator]	-19%	-31%	5%	-20%	-14%	18%	-3%
O=C(Nc1ccc(Cl)cc1)c1cc(-c2cccs2)on1	-11%	-2%	-17%	-7%	?	12%	-24%	-14%	-9%
O=C1CCC2c3ccc4ccccc4c3CCN12 (stereo not given)	-28%	34%	-24%	-11%	7%	?	-24%[59 µM]	-3%	-26%
CCN(CC)C(=O)C1CCN(C(=O)c2cnn(-c3ccccc3)c2-n2cccc2)CC1	2%	8%	-14%	3%	-2%	-2%	5%[59 µM]	/	0%
New compounds follow
SMILES	Pol kappa inh	Pol iota inh	JMJD2A Tudor	BAZ2B block	Pol beta inh	POLH inh	G9a block	APE1 inh	BLM helicase inh
O=C(N/N=C/CCc1ccccc1)c1ccccc1	-16%	-8%	-18%	5%	17%	-1%	/	-1%	-1%
COc1ccc(CC(=O)NNC(=O)c2nn(Cc3ccccc3)c(=O)c3ccccc23)cc1OC	3%	20%	-11%	1%	?	-6%	17%	5%	2%
Cc1ccc(S(=O)(=O)CCC(=O)Nc2ccc(S(=O)(=O)N(C)C)cc2)cc1	/	/	/	-4%	10%	/	?	0%	2%
Cc1nn(C)c(N)c1[N+](=O)[O-]	-2%	11%	10%	3%	6%	3%	/	?	-2%
Cc1ccc(S(=O)(=O)c2nc(NN(C)C)sc2Cl)cc1	0%	57%[activator]	-17%	/	1%	-12%	?	-10%	-14%
Cc1ccc(NS(=O)(=O)c2ccc(C(=O)NCCCN3CCOCC3)cc2)cc1	-19%	17%	-21%	-36%	/	-1%	-23%	9%	/
Cc1cc(NC(=O)c2cc(-c3cccc(Cl)c3)on2)no1	0%	20%	-18%	9%	8%	-10%	-32%	-2%	-3%
COC(=O)c1ccc(OCC(O)CNC2CCCC2)cc1 (stereo not given)	1%	38%[activator]	2%	7%	55%	3%	13%	26%	0%
Cc1ccc(Nc2cc(=O)[nH]c(=O)[nH]2)c(C)c1	0%	15%	-4%	-30%	-1%	-22%	-9%[12.7 µM]	-7%	-2%
O=C(NCCCN1CCCCCC1)c1ccc2c(Cl)c3c(nc2c1)CCCC3	1%	13%	?	-25%	7%	-13%	?	3%	3%
Cc1cc(C)cc(NC(=O)CN(C)CC(=O)N(CC(C)C)c2c(N)n(CC(C)C)c(=O)[nH]c2=O)c1	-5%	30%[activator]	-15%	-3%	/	-24%	16%[12.7 µM]	23%	/
CCOc1ccccc1N1CC(C(=O)Nc2cccc(S(=O)(=O)N3CCCCC3)c2)CC1=O (stereo not given)	0%	31%[activator]	?	/	?	-3%	?	-3%	-2%
CC(=O)N1c2ccc(S(=O)(=O)NCC3CCC(C(=O)Nc4ccccc4C)CC3)cc2CC1C (stereo not given)	-17%	2%	-13%	-6%	?	-2%	-2%[59 µM]	/	-7%
O=c1cc(-c2ccsc2)oc2cc(-c3ccc4c(c3)OCO4)ccc12	-2%	20%	-35%	/	/	?	/	13%	/
CCOc1cccc(C(=O)N(Cc2ccc(CC)cc2)C2CCS(=O)(=O)C2)c1 (stereo not given)	8%	-13%	-1%	-10%	?	-2%	19%[59 µM]	/	3%
CS(=O)(=O)c1ccc(C(=O)Nc2cccc(-c3nc4ccccc4[nH]3)c2)cc1	10%	16%	-15%	-26%	1%	5%	-3%	44%	-2%
O=C(OCC(=O)N1CCCCCC1)c1cnc(Cl)c(Cl)c1	-4%	-13%	-11%	2%	/	?	-3%[59 µM]	33%	/

Ten successive records out of the list so far, quoted:
SMILES	Pol kappa inh	Pol iota inh	JMJD2A Tudor	BAZ2B block	Pol beta inh	POLH inh	G9a block	APE1 inh	BLM helicase inh
O=C(N/N=C/CCc1ccccc1)c1ccccc1	-16%	-8%	-18%	5%	17%	-1%	/	-1%	-1%
COc1ccc(CC(=O)NNC(=O)c2nn(Cc3ccccc3)c(=O)c3ccccc23)cc1OC	3%	20%	-11%	1%	?	-6%	17%	5%	2%
Cc1ccc(S(=O)(=O)CCC(=O)Nc2ccc(S(=O)(=O)N(C)C)cc2)cc1	/	/	/	-4%	10%	/	?	0%	2%
Cc1nn(C)c(N)c1[N+](=O)[O-]	-2%	11%	10%	3%	6%	3%	/	?	-2%
Cc1ccc(S(=O)(=O)c2nc(NN(C)C)sc2Cl)cc1	0%	57%[activator]	-17%	/	1%	-12%	?	-10%	-14%
Cc1ccc(NS(=O)(=O)c2ccc(C(=O)NCCCN3CCOCC3)cc2)cc1	-19%	17%	-21%	-36%	/	-1%	-23%	9%	/
Cc1cc(NC(=O)c2cc(-c3cccc(Cl)c3)on2)no1	0%	20%	-18%	9%	8%	-10%	-32%	-2%	-3%
COC(=O)c1ccc(OCC(O)CNC2CCCC2)cc1 (stereo not given)	1%	38%[activator]	2%	7%	55%	3%	13%	26%	0%
Cc1ccc(Nc2cc(=O)[nH]c(=O)[nH]2)c(C)c1	0%	15%	-4%	-30%	-1%	-22%	-9%[12.7 µM]	-7%	-2%
O=C(NCCCN1CCCCCC1)c1ccc2c(Cl)c3c(nc2c1)CCCC3	1%	13%	?	-25%	7%	-13%	?	3%	3%

Quoted at random: two compounds from above
SMILES	Pol kappa inh	Pol iota inh	JMJD2A Tudor	BAZ2B block	Pol beta inh	POLH inh	G9a block	APE1 inh	BLM helicase inh
CCOc1cccc(C(=O)N(Cc2ccc(CC)cc2)C2CCS(=O)(=O)C2)c1 (stereo not given)	8%	-13%	-1%	-10%	?	-2%	19%[59 µM]	/	3%
COC(=O)c1ccc(OCC(O)CNC2CCCC2)cc1 (stereo not given)	1%	38%[activator]	2%	7%	55%	3%	13%	26%	0%
